Source: PubChem BioAssay
VLA-4 inh: inhibition in a human VLA-4 binding assay; 0.2% of 330,000 active; VLA-4 expressing cells, ligand binding flow cytometry; inhibition, % (about 7 µM as worked out from the volumes in the protocol); AID 2557; in the data active = inhibition above about 50%
RPL19A-GFP yeast: modulators of TOR pathway RPL19A-GFP in S. cerevisiae | S. cerevisiae RPL19A-GFP strain, flow cytometry, 3 h; active compounds read low | percent response vs DMSO, % at 10 µM | 0.3% of 330,000 active | AID 2025;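 active = percent response vs DMSO below 50%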;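 also: median channel GFP fluorescence of the barcoded RPL19A-GFP strain; ratio of sample median GFP to plate DMSO average so 100% = DMSO; lower means less RPL19A-GFP as with rapamycin TOR inhibition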
GRK2 aptamer HTS: blocks RNA aptamer binding to human GRK2; P25098; bead flow cytometry, FAM-aptamer displacement from GRK2; inhibition of aptamer binding, % at 10 µM; 0.59% of 330,000 active; AID 488847;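 active = inhibition of aptamer binding above 40%, roughly 3 SD of noise, on plates passing a quality check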;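 also: median bead fluorescence of bound FAM aptamer so fluorescent compounds give negative values; no value below 0 was filed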
LAP4-GFP MLPCN: modulators of TOR pathway LAP4-GFP in S. cerevisiae | GFP response vs DMSO, % at 10 µM | S. cerevisiae LAP4-GFP multiplex, flow cytometry GFP, 3 h; median GFP as percent of DMSO wells | 0.34% of 320,000 active | AID 2023;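 active = GFP response vs DMSO above a set limit, about the screen mean plus 3 SD, cut at about 150% in these data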
CIT2 TOR yeast: alters CIT2-GFP fluorescence in TOR pathway yeast screen | S. cerevisiae CIT2-GFP strain, flow cytometry, 3 h; 100 means same as DMSO wells | GFP response vs DMSO, % at 10 µM | 0.065% of 320,000 active;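 active = GFP response relative to DMSO above a set limit, near the screen mean plus 3 SD, cut at about 150% in these data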;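 also: ratio of well median GFP fluorescence to mean of DMSO wells on the plate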
GASC-1 inh: inhibitors of human GASC-1 (JMJD2C) demethylase; Q9H3R0; inhibition, % at 2.35 µM; 0.069% of 330,000 active; GST-JMJD2C(1-420) H3K9me3 demethylation, DELFIA europium;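 active = more than half of a compound's replicate wells show inhibition beyond 50%, single wells judged on their own value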;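 also: signal counts dimethyl H3K9 product captured on neutravidin plate; 0% = median of DMSO wells and 100% = 0.3 times that DMSO median; strong numbers were not always called active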
Target sequence (Q9H3R0 1-420 limits assumed): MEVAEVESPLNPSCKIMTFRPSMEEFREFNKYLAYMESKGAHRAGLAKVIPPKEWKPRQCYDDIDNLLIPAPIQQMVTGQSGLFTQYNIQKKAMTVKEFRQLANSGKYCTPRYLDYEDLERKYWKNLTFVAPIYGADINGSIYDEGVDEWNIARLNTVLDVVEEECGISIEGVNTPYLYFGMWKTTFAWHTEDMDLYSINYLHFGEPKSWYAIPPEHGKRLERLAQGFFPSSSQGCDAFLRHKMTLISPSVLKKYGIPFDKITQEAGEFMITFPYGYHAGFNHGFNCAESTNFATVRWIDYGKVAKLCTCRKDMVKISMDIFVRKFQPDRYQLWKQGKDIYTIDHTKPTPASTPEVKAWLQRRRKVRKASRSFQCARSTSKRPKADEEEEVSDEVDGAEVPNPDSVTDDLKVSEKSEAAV
MEP2-GFP yeast: modulators of TOR pathway MEP2-GFP in S. cerevisiae | S. cerevisiae MEP2-GFP strain, flow cytometry GFP, 3 h; 100% = DMSO control level | GFP response vs DMSO, % at 10 µM | 0.51% of 330,000 active | AID 2016;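 active = GFP response versus DMSO above a set limit, roughly screen mean plus 3 SD, cut at about 180% in these data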;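 also: median GFP fluorescence of the barcode-gated MEP2-GFP cells per well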
AGP1-GFP MLPCN: alters AGP1-GFP fluorescence in TOR pathway yeast screen | 0.02% of 320,000 active | GFP response vs DMSO, % at 10 µM | S. cerevisiae AGP1-GFP multiplex flow cytometry, 3 h; GFP as percent of DMSO wells;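 active = GFP response relative to DMSO above a set limit, near screen average plus 3 SD, cut at about 150% in these data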;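 also: median GFP channel fluorescence of the gated AGP1 strain per well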
* = called active by the depositor; i = inactive; nt = not tested or not shown.

SMILES	VLA-4 inh	RPL19A-GFP yeast	GRK2 aptamer HTS	LAP4-GFP MLPCN	CIT2 TOR yeast	GASC-1 inh	MEP2-GFP yeast	AGP1-GFP MLPCN
COc1ccc(S(=O)(=O)Cc2ccc(C(=O)N3CCN(c4cc(C)ccc4C)CC3)o2)cc1	-12	95	1	96	97	0	92	99
Cc1cccc(C)c1OCC(=O)NNC(=O)Nc1ccc(Cl)cc1	-1	97	0	93	97	6	101	100
O=C(O)C1=C[C@@H](c2ccc3c(c2)OCO3)C[C@@H](OCc2ccc(CO)cc2)O1	15	96	1	104	99	5	99	89
Cc1cccc(-n2c(N)c(C(=O)NCCN3CCOCC3)c3nc4ccccc4nc32)c1	-8	94	100*	105	98	-1	100	98
CCN1C(=O)CSc2ccc(C(=O)NCc3ccccc3)cc21	17	99	2	103	103	-27	100	102
CSc1cccc(NC(=S)N2CCCN(Cc3cccc(Cl)c3)C2)c1	9	96	0	103	88	4	99	98
O=C1CCC(C(=O)Nc2ccc(OC(F)F)cc2)N1 (stereo not drawn)	-6	102	1	104	99	1	102	109
O=C(CN1CCN(c2ccc(F)cc2)CC1)Nc1ccccc1Br	9	102	3	122	114	-9	102	108
CC(=O)N1CCC(N(C(=O)Nc2ccc(C)c(C)c2)C2CCCC2)CC1	-1	99	1	104	96	-8	103	101
COCCCn1c(=O)c2sccc2n2c(CCCC(=O)NCc3ccc(F)cc3)nnc12	4	94	0	86	97	-18	101	91
COc1ccc2ccccc2c1C(O)c1nccn1C (stereo not drawn)	-2	102	0	99	99	3	103	103
CCN(CC)S(=O)(=O)c1cccc(-c2nnc(SCC(=O)c3cc(C)n(C)c3C)o2)c1	-1	94	3	91	90	-6	93	95
Cc1cc(OCCCn2ccnc2)cc(C)c1Cl	2	104	0	110	107	-41	115	110
Cc1c(Cl)cccc1NC(=O)CSC(C)c1nc2ccccc2c(=O)[nH]1 (stereo not drawn)	-9	102	0	90	98	-2	93	97
Cc1cc(N/N=C/c2ccccc2)nc(NCc2ccccc2)n1	5	105	0	102	101	13	102	104
CCN(Cc1nc2ccccc2c(=O)[nH]1)C(=O)CN1C(=O)NC2(CCCCC2C)C1=O (stereo not drawn)	5	95	2	107	88	-5	95	97
COc1cc(OC)c(NC(=O)CS(=O)(=O)Cc2nc(-c3ccc(C)cc3)oc2C)cc1Cl	18	103	0	102	102	1	102	108
Cc1cc2cc(CNC(=O)NC3CCCCC3)ccc2n1C	17	94	16	103	89	i	100	96
CCOc1cc(C2C3=C(CC(C)(C)CC3=O)OC3=C2C(=O)CC(C)(C)C3)cc([N+](=O)[O-])c1O	10	93	0	77	93	-4	88	88
CC(C)Sc1nc2ccc(Br)cc2[nH]1	22	98	0	104	93	6	103	93
O=C(c1ccccc1)c1cncc(Br)c1	14	104	4	92	93	16	98	100
COC(=O)c1ccccc1NC(=O)c1cc2n(n1)C(C(F)F)CC(C(F)F)N2 (stereo not drawn)	14	101	2	96	105	1	100	100
c1cn2cc(-c3ccc4c(c3)OCO4)nc2s1	5	90	3	98	93	-3	89	92
COc1ccc(C(=O)CSc2nnc(CNc3ccc(F)cc3)o2)cc1	-6	115	0	106	97	7	121	110
O=C(NCCc1ccccn1)C1CCN(S(=O)(=O)c2ccc3ccccc3c2)CC1	18	100	0	100	101	2	98	104

Pulled by compound from the list above:
SMILES	VLA-4 inh	RPL19A-GFP yeast	GRK2 aptamer HTS	LAP4-GFP MLPCN	CIT2 TOR yeast	GASC-1 inh	MEP2-GFP yeast	AGP1-GFP MLPCN
O=C(O)C1=C[C@@H](c2ccc3c(c2)OCO3)C[C@@H](OCc2ccc(CO)cc2)O1	15	96	1	104	99	5	99	89
Cc1cc(OCCCn2ccnc2)cc(C)c1Cl	2	104	0	110	107	-41	115	110
Cc1cccc(C)c1OCC(=O)NNC(=O)Nc1ccc(Cl)cc1	-1	97	0	93	97	6	101	100

Further structures follow.
SMILES	VLA-4 inh	RPL19A-GFP yeast	GRK2 aptamer HTS	LAP4-GFP MLPCN	CIT2 TOR yeast	GASC-1 inh	MEP2-GFP yeast	AGP1-GFP MLPCN
CCCn1c(N)c(C(=O)CSc2nnc(N)s2)c(=O)[nH]c1=O	7	98	2	99	91	0	88	96
COc1ccc(C2=NOC(C(=O)NCCCn3ccnc3)C2)cc1 (stereo not drawn)	1	90	1	87	82	-11	90	88
COCCn1c(CN2CCN(c3ccccc3)CC2)nc2c1c(=O)n(C)c(=O)n2C	0	105	3	103	111	-2	102	109
Cc1ccc(C(=O)NCC(=O)N2CCCCCCC2)cc1C	4	105	3	110	89	-2	110	107
CCOC(=O)N1CCN(C(=O)Cn2c(=O)sc3ccccc32)CC1	-6	96	0	95	107	-13	99	105
CN(CC(=O)Nc1nccs1)S(=O)(=O)c1ccc(F)cc1	11	104	1	103	105	3	104	107
CCCCn1c(N)c(N(CC(C)C)C(=O)c2ccc(S(=O)(=O)N3CCC(C)CC3)cc2)c(=O)[nH]c1=O	4	94	0	111	89	-1	93	99
Cc1cc(C)c2c(N)c(S(=O)(=O)Cc3ccccc3)sc2n1	13	97	2	111	97	-2	100	101
CC(=O)c1ccc(OCC(O)CN(C)Cc2cccs2)cc1 (stereo not drawn)	9	99	0	94	nt	-13	111	105
Cc1c(C#N)c2ncnc(-c3ccccc3)c2n1-c1ccccc1	-13	96	0	105	85	-4	105	99
CCOCCOCCC(C(=O)O)P(=O)(c1ccccc1)c1ccccc1 (stereo not drawn)	-12	100	0	103	103	13	101	103
O=C(c1cc(S(=O)(=O)N2CCOCC2)c(Cl)cc1Cl)N1CCCCC1CO (stereo not drawn)	0	97	5	106	104	3	101	103
COc1ccccc1N1CCN(CC(=O)Nc2ccc(Cl)c(C(F)(F)F)c2)CC1	-4	101	0	105	96	-18	106	91
COc1ccc(C(=O)N/C(=C/c2cccs2)c2nc3ccccc3[nH]2)cc1OC	11	102	0	92	102	16	104	101
CCn1c(Cc2ccccc2)nnc1SCC(=O)Nc1nc(C)cs1	24	95	0	98	97	17	99	98
CN(C)CCn1cnc2c1c(=O)n(C)c(=O)n2C	-11	99	6	103	101	0	102	100
CCN(CC)S(=O)(=O)c1ccc(C(=O)Nc2cc(C)on2)cc1	2	104	0	95	111	2	114	105
O=C1Nc2cc(Cl)ccc2C1(N1CCNCC1)C(F)(F)F (stereo not drawn)	-1	101	0	102	102	5	105	107
O=C1CNC(=O)N1CC(O)Cn1c2ccccc2c2ccccc21 (stereo not drawn)	9	110	5	111	105	-8	112	103
Cc1ccc(C)c2[nH]c(=O)c(CN(CCN3CCCC3)C(=O)Nc3ccc(F)cc3)cc12	-10	93	0	97	103	-9	99	93
Cc1ccc(N(CC(=O)NC2CCCCC2)C(=O)CCC(=O)Nc2nccs2)cc1	-3	102	1	97	99	-4	101	96
COc1ccccc1NC(=S)N(CCN1CCCCCC1)Cc1cccs1	12	104	0	103	100	11	108	104
CC(=O)c1c(N2CCN(C)CC2)[nH]c(-c2ccccc2)nc1=S	-12	104	1	111	105	-3	114	nt
Cn1c2ccccc2c2nnc(SCC(=O)NC3CC3)nc21	-1	102	0	99	96	2	107	97
CCOC(=O)c1sc(N)c(C(=O)OCC)c1COC(=O)C1CC(=O)N(Cc2ccco2)C1 (stereo not drawn)	19	103	1	100	102	4	104	108
SMILES	VLA-4 inh	RPL19A-GFP yeast	GRK2 aptamer HTS	LAP4-GFP MLPCN	CIT2 TOR yeast	GASC-1 inh	MEP2-GFP yeast	AGP1-GFP MLPCN
CC(C)NC(=O)C1CCN(C(=O)N(C)C)CC1	16	93	0	92	105	0	97	97
COc1ccccc1CN1CCCC(CN(CCN(C)C)C(=O)C2CCCC2)C1 (stereo not drawn)	13	101	0	91	102	-7	98	99
COc1ccc(/C=C2\SC(=O)N(CCNC(=O)Cc3coc4cc(C)ccc34)C2=O)cc1OC	1	100	1	82	96	4	95	101
O=C(COC(=O)c1ccc(S(=O)(=O)Nc2ccccc2)cc1)NCc1ccco1	-18	106	0	76	125	7	106	96
O=C(/C=C/c1ccccc1)NC(N1CCOCC1)C(Cl)(Cl)Cl (stereo not drawn)	0	104	3	90	104	6	104	97
O=C(O)c1ccccc1OCC1CCCO1 (stereo not drawn)	-1	102	0	99	90	-10	103	96
O=C(NNC(=S)NCc1ccccc1)c1ccccc1OC(F)F	4	103	0	90	103	4	100	95
COc1ccccc1OCCC(=O)Nc1nc(C)cs1	-23	97	0	100	89	1	92	101
COc1ccc2c(c1O)Cc1ccccc1C2=O	14	105	0	93	107	-7	96	101
COc1ccc2c(-c3cccnc3)cc(=O)[nH]c2c1	6	96	5	102	94	-1	97	101
O=C(CNC(=O)c1ccc(-c2ccccc2)cc1)Nc1cccc(CO)c1	2	98	5	96	99	-1	89	102
CCC(=O)Nc1c(-c2ccc(Cl)cc2)c(=O)c2ccccc2n1C	1	108	0	89	107	6	102	102
Cc1c(Nc2ccc3nonc3c2[N+](=O)[O-])c(=O)n(-c2ccccc2)n1C	9	99	0	104	93	-3	108	97
O=C(Cn1nc(-c2ccc(F)cc2)ccc1=O)Nc1ccc(C(=O)NC2CC2)cc1	-2	84	0	87	85	0	90	82
CC(C)(C)c1ccc(OC2=CS(=O)(=O)c3ccccc32)cc1	11	104	2	106	100	-3	92	100
COc1ccc(CCN=C(N)NS(=O)(=O)c2ccc(C)cc2)cc1OC	10	104	0	100	98	5	98	102
CCOC(=O)c1[nH]c(C)c(C(=O)Nc2ccc(C)c(C)c2)c1C	-13	100	0	99	97	-2	104	103

Compounds shown so far that have an NH in an aromatic ring:
SMILES	VLA-4 inh	RPL19A-GFP yeast	GRK2 aptamer HTS	LAP4-GFP MLPCN	CIT2 TOR yeast	GASC-1 inh	MEP2-GFP yeast	AGP1-GFP MLPCN
Cc1c(Cl)cccc1NC(=O)CSC(C)c1nc2ccccc2c(=O)[nH]1 (stereo not drawn)	-9	102	0	90	98	-2	93	97
CCN(Cc1nc2ccccc2c(=O)[nH]1)C(=O)CN1C(=O)NC2(CCCCC2C)C1=O (stereo not drawn)	5	95	2	107	88	-5	95	97
CC(C)Sc1nc2ccc(Br)cc2[nH]1	22	98	0	104	93	6	103	93
CCCn1c(N)c(C(=O)CSc2nnc(N)s2)c(=O)[nH]c1=O	7	98	2	99	91	0	88	96
CCCCn1c(N)c(N(CC(C)C)C(=O)c2ccc(S(=O)(=O)N3CCC(C)CC3)cc2)c(=O)[nH]c1=O	4	94	0	111	89	-1	93	99
COc1ccc(C(=O)N/C(=C/c2cccs2)c2nc3ccccc3[nH]2)cc1OC	11	102	0	92	102	16	104	101
Cc1ccc(C)c2[nH]c(=O)c(CN(CCN3CCCC3)C(=O)Nc3ccc(F)cc3)cc12	-10	93	0	97	103	-9	99	93
CC(=O)c1c(N2CCN(C)CC2)[nH]c(-c2ccccc2)nc1=S	-12	104	1	111	105	-3	114	nt
COc1ccc2c(-c3cccnc3)cc(=O)[nH]c2c1	6	96	5	102	94	-1	97	101
CCOC(=O)c1[nH]c(C)c(C(=O)Nc2ccc(C)c(C)c2)c1C	-13	100	0	99	97	-2	104	103
